# HCV inhibitor = inhibitors of hepatitis C virus infection. hit rate 3.4% among 340,000. Huh7.5.1 HCVcc-Cre infection, luciferase reporter, 44 h. Potency, µM (top dose mostly 41.8 µM), inactives show at the top dose activity change, negative = inhibition, hits mostly inhibitors
#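 Cells (1,000/well) were plated 4 h before compound, then infected with HCVcc-Cre virus (~0.5 moi). After 44 h further culture, infection was read as luciferase luminescence following a 15 min substrate incubation at room temperature.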
# Pf growth 48h = P. falciparum growth inhibition at 48 hours (one generation); P. falciparum luciferase growth in erythrocytes, 48 h; Potency, µM (top dose mostly 28.7 µM), for inactives: at the highest dose activity change, negative = inhibition, actives largely listed as inhibitors; hit rate 5.9% among 310,000; AID 504832
#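 Here the parasites carry a stable luciferase gene and grow inside erythrocytes in Albumax-based RPMI medium with compound for one erythrocytic cycle. Activity is scored as loss of luminescent signal.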
# Tb PYK inh = blocks Trypanosoma brucei pyruvate kinase; Q57TT1; TbPYK enzyme, Kinase-Glo Plus ATP luminescence, 45 min; Potency, µM (top dose mostly 76.8 µM), without a hit: at the highest dose activity, negative = inhibition, most hits filed as inhibitors; hit rate 0.12% among 410,000; AID 624173; note: nearly all actives have a fitted effect of over 50% in size
#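 In this concentration-response screen, enzyme-free wells defined baseline while DMSO plates tracked drift. Each reaction combined TbPYK, substrate, compound and 130 uM ADP for 45 min at room temperature. Kinase-Glo Plus luminescence gave the signal.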
# Sm TGR block = S. mansoni TGR enzyme inhibition; Potency, µM (titrated, usually from 114 µM), without a hit: at the highest dose activity change, negative = inhibition, usual class: inhibitors; AID 485364; Q962Y6; hit rate 3% among 360,000; purified TGR, DTNB reduction, TNB absorbance 405 nm; note: nearly all actives have a fitted effect of over 60% in size
#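 Kinetic colorimetric format: TGR-catalysed, NADPH-driven DTNB reduction monitored via TNB absorbance. Enzyme dispensed at 20 nM; compound exposure 15 min at room temperature before reaction start.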
# LmPK inhibitor = inhibitors of Leishmania mexicana pyruvate kinase; Potency, µM (titrated, usually from 57.5 µM), for the others: at the highest dose activity change, negative = inhibition, actives largely listed as inhibitors; Q27686; hit rate 0.37% among 290,000; purified LmPK, Kinase-Glo ATP luminescence, 1 h
# Target sequence (Q27686 whole entry, looked up): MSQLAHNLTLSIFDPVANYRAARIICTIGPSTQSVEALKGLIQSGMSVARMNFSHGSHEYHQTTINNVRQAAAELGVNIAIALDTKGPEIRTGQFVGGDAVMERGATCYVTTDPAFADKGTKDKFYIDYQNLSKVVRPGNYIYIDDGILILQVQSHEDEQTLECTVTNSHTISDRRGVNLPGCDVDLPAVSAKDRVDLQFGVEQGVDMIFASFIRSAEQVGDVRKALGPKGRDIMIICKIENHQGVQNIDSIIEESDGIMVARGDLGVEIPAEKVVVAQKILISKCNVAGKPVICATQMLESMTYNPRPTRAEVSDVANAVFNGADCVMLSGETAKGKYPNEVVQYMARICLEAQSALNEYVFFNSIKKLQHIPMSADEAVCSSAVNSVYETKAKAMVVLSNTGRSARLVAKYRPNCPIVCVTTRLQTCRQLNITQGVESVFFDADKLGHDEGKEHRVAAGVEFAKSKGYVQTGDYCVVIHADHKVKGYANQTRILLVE
#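 Purified LmPK (0.1 nM) with 0.5 mM PEP and 0.1 mM ADP in imidazole buffer pH 7.2 with MgCl2/KCl, 1 h at room temperature. ATP formed was read by luciferase luminescence and normalized to no-enzyme and uninhibited controls.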
# Pf growth 96h = P. falciparum growth inhibition at 96 hour, primary screen for plastid delayed-death inhibitors | AID 504834 | P. falciparum luciferase reporter growth, 96 h | hit rate 6.9% among 320,000 | Potency, µM (highest dose often 28.7 µM), for the others: top-dose activity change, negative = inhibition, hits mostly inhibitors
#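 P. falciparum expressing integrated firefly luciferase grown in erythrocytes (2% hematocrit, 0.05% parasitemia final) with compounds for 96 hours at 37 C, 5% CO2. Growth inhibition read as loss of luminescence after adding luciferase detection reagent.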
# The depositor's hits bear a star; ? = inconclusive; · = not tested or not shown; [ ] = dose if it differs, or a comment. Calls come from the whole dose curve; as a rule, active = well fitted curve in the direction sought with a large enough effect; inconclusive = small, poorly fitted or top-dose-only effect, or another doubt; inactive = no such curve, though single readings can be large; an effect the other way counts as inactive or inconclusive. % is set by controls: 0 for no effect and ±100 for the full control effect; potency is the fitted concentration of half-maximal effect.
# Values run as follows: HCV inhibitor	Pf growth 48h	Tb PYK inh	LmPK inhibitor	Pf growth 96h	Sm TGR block
> O=C(OCc1c(Cl)cccc1Cl)c1cccnc1
    -6.0%	-14.3%	1.0%	4.2%	49.6%[activator]	5.9%
> COc1ccc(Cl)cc1S(=O)(=O)N1CCCC(C(=O)NCCc2ccccc2)C1 (configuration not stated)
    -28.5%	37.8%[activator]	-4.2%	-9.0%	10.4µM*	-1.9%
> S=C(c1cn(CCOc2cccc3ccccc23)c2ccccc12)N1CCCC1
    ?	13.1µM*	-8.8%	2.1%	?	0.0%
> CCCN(CCC)CCNC(=O)c1cc2c(C)nc3ccccc3c2o1
    ?	-30.0%	-2.9%	-0.1%	?	-2.1%
> c1csc(-c2nc(N3CCCCC3)no2)c1
    -13.2%	189.3%[activator]	-5.2%	-15.6%	193.1%[activator]	0.5%
> Cc1cc(C(=O)CSc2ccc(F)cc2)cc(C)c1OC(=S)N(C)C
    ?	·	-2.7%	-8.3%	-82.8%	0.0%
> COc1ccc(CCNC(=O)c2ccc(Cl)cc2Cl)cc1
    -19.5%	5.5%	9.5%	0.3%	·	9.6%
> COc1ccc(C(=O)N/N=C(\C)Cn2cnc([N+](=O)[O-])n2)cc1
    23.4%	-0.4%	-0.1%	-4.0%	-27.1%	3.8%
> CC1CC(C)(C)CC2(C1)NC(=O)N(CC(=O)Nc1ccc(N3CCCCC3)cc1)C2=O (configuration not stated)
    ?	9.3%	2.6%	1.1%	-9.7%	0.9%
> CCOc1ccccc1N(CC(=O)Nc1ccc2c(c1)OCO2)S(C)(=O)=O
    -14.2%	3.7%	2.0%	4.4%	-2.6%	-0.8%
> CCC(=O)Nc1nonc1-c1nc2ccccc2n1N(C(=O)CC)C(=O)CC
    13.9%	7.9%	4.8%	2.8%	85.8%[activator]	-4.5%
> Cc1ccc(N(CC(=O)NCc2ccc(F)cc2)C(=O)CCC(=O)Nc2ccccn2)cc1C
    ?	-6.2%	5.1%	2.5%	-29.2%	3.6%
> O=C1CSC(c2ccccc2[N+](=O)[O-])N1CCc1ccccc1 (configuration not stated)
    31.3%[activator]	-2.3%	1.2%	-5.8%	-6.2%	-0.7%
> Cc1nn(C)c(Oc2ccccc2)c1CCNS(=O)(=O)c1ccccc1
    ?	?	-2.3%	-2.7%	-20.3%	2.2%
> Oc1ccc(CCNc2c3ccccc3nc3ccccc23)cc1O
    -28.0%	13.1µM*	-3.7%	?	3.29µM*	0.0%
> COc1cc(NC(=O)c2cccnc2Sc2ccc(Cl)cc2)cc(OC)c1OC
    ?	-16.0%	-8.2%	3.1%	-16.8%	12.7%
> COc1cc(C(N)=O)ccc1OCc1ccccc1
    5.9%	61.6%[activator]	0.1%	-0.8%	5.5%	0.0%
> CCc1noc(C)c1C(=O)Nc1nc(-c2ccc(F)cc2)c(C)s1
    -19.7%	-21.7%	-16.4%	-1.6%	?	-19.7%
> NC(=O)c1cccc2c1-c1ccccc1/C2=N/NC(N)=S
    ?	20.0%	-2.2%	-3.6%	87.4%[activator]	-9.0%
> COC(=O)c1ccc(C(=O)OC)c(NC(=S)N2CCN(c3cccc(Cl)c3)CC2)c1
    -11.6%	-3.3%	-3.3%	0.6%	-19.8%	-4.1%
> CC(C)C(=O)NC(c1cccs1)c1cc([N+](=O)[O-])c2cccnc2c1O (configuration not stated)
    ?	?	-16.5%	2.5%	2.0%	-18.9%
> CCC(CCC(=O)Nc1ccc(S(N)(=O)=O)cc1)C(=O)O (configuration not stated)
    2.4%	17.9%	-1.3%	-0.3%	4.6%	5.4%
> CC(C)c1c(C(=O)N/N=C/c2ccc(OCc3ccc(F)cc3)cc2)nnn1-c1nonc1N
    -1.6%	?	10.9%	7.9%	-13.0%	3.1%
> Cc1cc(NC(=O)Nc2ccc(F)cc2)no1
    8.3%	20.4%	1.7%	0.7%	?	32.3%
> Cc1ccccc1NC(=O)N(CCc1nc2ccccc2[nH]1)Cc1ccccc1
    ?	?	-5.5%	-1.6%	?	-1.2%
> CCN1CCN(C(=O)CCc2nnc(CCCCc3ccccc3)o2)[C@@H](C)C1=O
    -11.2%	2.0%	-2.5%	-4.1%	?	0.0%
> CC(=O)N(CN1C(=O)c2ccccc2C1=O)c1ccccc1
    0.3%	-3.4%	2.9%	-0.6%	-1.1%	-5.8%
> COc1ccc(CNC(=O)c2cc(=O)c3cc(C)c(C)cc3o2)cc1
    0.3%	0.9%	-1.6%	1.3%	?	9.8%
> CCN(CC)CCN(Cc1cc2cc3c(cc2[nH]c1=O)OCCO3)C(=S)NCCCOC
    17.9%	22.6%	-9.8%	3.5%	83.5%[activator]	?
> O=C(O)CCCNS(=O)(=O)c1ccc2ccccc2c1
    -3.3%	12.2%	-18.8%	-1.4%	-9.3%	?
> CCC(=O)Nc1cc(=O)[nH]c2nc(-c3ccc(Cl)cc3)nn12
    -4.3%	0.262µM*	?	-10.1%	?	24.1%
> CC1CN(C(=S)SCC(=O)c2ccc(Cl)cc2)CC(C)O1 (configuration not stated)
    ?	12.7%	-9.0%	5.8%	-2.0%	7.5%
> O=C(NC1CCCCCC1)c1cc2c(=O)n3ccccc3nc2s1
    -7.0%	26.0%	-6.8%	-2.3%	?	0.3%
> O=C(Nc1ccc(F)cc1)N1CCCCCC1
    -0.7%	2.8%	0.5%	-5.9%	-20.3%	-12.6%
> O=C(/C=C/c1ccc(Br)o1)NC(c1ccccc1)c1ccccc1
    -14.0%	11.7µM*	-21.7%	-0.9%	?	44.7µM*
> CCc1nc2ccccc2c(C(=O)Oc2cccc3cccnc23)c1C
    2.24µM*	?	-5.5%	6.3%	?	-0.8%
> CC1CCN(S(=O)(=O)c2cccc(C(N)=O)c2)CC1
    21.7%	4.2%	1.1%	-3.2%	·	12.0%
> Fc1ccc(C2=NOC(c3nnc(-c4ccccc4)o3)C2)cc1 (configuration not stated)
    0.7%	8.3%	-0.7%	0.8%	45.2%[activator]	-4.7%
> O=C(CCC(=O)N1CCOc2ccccc21)NCCCN1CCOCC1
    19.8%	11.5%	5.9%	-3.7%	-2.1%	12.5%
> COc1ccc(CNC(=O)CCOc2ccc(C(C)(C)C)cc2)cc1
    -1.9%	·	-11.3%	-8.0%	-29.9%	0.5%
> Cc1ccc(N(CC(=O)N2CCOCC2)S(C)(=O)=O)cc1
    7.4%	31.7%[activator]	-10.4%	1.0%	-0.8%	·
> O=C(CN1C(=O)CNC1=O)Nc1ccc(Cl)cc1
    1.7%	-0.4%	-5.4%	4.6%	19.3%	4.3%
> O=C(CSc1nnc(NC(=O)c2ccccc2F)s1)NC1CC1
    ?	54.4%[activator]	-3.1%	-8.9%	-9.5%	-0.5%
> O=C(O)c1ccccc1Nc1ccc([N+](=O)[O-])cc1C(=O)O
    19.7%	-10.5%	0.8%	3.1%	11.1%	-13.6%
> CCCCOC(=O)Nc1ccc(S(=O)(=O)Nc2ncccn2)cc1
    6.3%	12.1%	-1.9%	1.7%	22.8%	·
> CCCCn1c(N)c(N(CC(C)C)C(=O)COC(=O)Cc2cccc(OC)c2)c(=O)[nH]c1=O
    -6.2%	?	-10.2%	·	0.7%	-0.6%
> C=C1CCC(O)C2(C)CCC3C(C)C(=O)OC3C12O (configuration not stated)
    5.4%	-23.3%	4.6%	3.3%	6.5%	18.3%
> CC1CN(C(=O)c2ccc(COc3ccccc3Br)o2)CC(C)O1 (configuration not stated)
    -16.3%	1.3%	-3.1%	4.9%	?	-18.9%
> O=C(NC12CC3CC(CC(C3)C1)C2)OCCNC1CCCCC1
    8.6%	?	-0.9%	-1.4%	10.4µM*	11.5%
> CN1CCN(C(=O)c2cn(-c3ccccc3)nc2-c2cccs2)CC1
    -10.0%	-3.5%	4.7%	-6.7%	23.8%	-4.1%
> O=C(CSc1n[nH]c(-c2ccco2)n1)Nc1ccccc1Cl
    4.4%	4.6%	-1.0%	-2.6%	-10.7%	-6.3%
> COc1cc(/C=C(/C#N)C(=O)c2c(C)[nH]c3ccccc23)ccc1OCC#N
    -9.0%	-18.5%	1.2%	-3.9%	-0.5%	3.9%
> CCc1nn2c(=O)cc(COc3cccc(NC(=O)c4ccco4)c3)nc2s1
    0.5%	-18.1%	-22.2%	-5.5%	-28.5%	?
> CCc1ccc(NC(=O)CSc2nnc(COc3ccc4c(c3)CCCC4)o2)cc1
    -5.2%	·	-7.4%	4.7%	?	-2.1%
> Cc1ccc(OCc2n[nH]c(=S)n2C2CCCCC2)cc1
    5.0%	-6.9%	?	8.91µM*	·	2.5%
> CNc1ccccc1-n1ccc(-c2ccccc2)n1
    ?	39.0%[activator]	3.2%	5.1%	·	5.0%
> O=C(NNC(=S)Nc1ccc(F)c(Cl)c1)c1ccccc1Br
    11.2%	26.7%	-11.4%	1.7%	32.2%[activator]	19.1%
> O=C(Nc1ccc2[nH]ncc2c1)c1ccccc1Br
    -20.4%	36.2%[activator]	3.1%	1.1%	?	-2.0%
> CCC(C)NC(=O)CSc1ncnc2sccc12 (configuration not stated)
    -3.6%	3.3%	-12.2%	-0.1%	-8.3%	-2.4%
> CS(=O)(=O)c1ccc(-c2nn[nH]n2)cc1
    9.4%	4.9%	-18.5%	-0.4%	?	-23.6%

# Part of the list above, as tab-separated lines.
molecule	HCV inhibitor	Pf growth 48h	Tb PYK inh	LmPK inhibitor	Pf growth 96h	Sm TGR block
CCc1ccc(NC(=O)CSc2nnc(COc3ccc4c(c3)CCCC4)o2)cc1	-5.2%	·	-7.4%	4.7%	?	-2.1%
Cc1ccc(OCc2n[nH]c(=S)n2C2CCCCC2)cc1	5.0%	-6.9%	?	8.91µM*	·	2.5%
CNc1ccccc1-n1ccc(-c2ccccc2)n1	?	39.0%[activator]	3.2%	5.1%	·	5.0%

# Going on with the list.
# Values run as follows: HCV inhibitor	Pf growth 48h	Tb PYK inh	LmPK inhibitor	Pf growth 96h	Sm TGR block
> Cc1ccccc1NC1=NC(=S)N(c2ccccc2)C12CCOC(C)(C)C2 (configuration not stated)
    1.2%	?	·	-0.8%	?	-22.4%
> CCOC(=O)/C=c1\s/c(=C(\C#N)C(N)=O)n(-c2ccccc2)c1=O
    11.6%	-1.3%	-7.4%	-2.6%	16.2%	10µM*
> Cc1nc2cc(C(=O)OCC(=O)NC3CCS(=O)(=O)C3)ccc2n1-c1ccccc1 (configuration not stated)
    -9.8%	·	5.9%	-0.1%	26.6%	-6.7%
> COc1c2ccoc2nc2c(OC)c(OC[C@@H](O)C(C)(C)O)ccc12
    -8.8%	?	0.2%	·	-6.0%	-9.1%
> Cc1cccc(C)c1NC(=O)CN(C)CC(=O)Nc1ccc(F)c(Cl)c1
    -39.4%	?	1.6%	1.6%	?	1.2%
> O=P(c1ccccc1)(c1ccccc1)C(O)c1ccco1 (configuration not stated)
    5.2%	·	-2.2%	-5.7%	67.6%[activator]	0.0%
> Cc1ccc2nc(NCC(=O)O)nc(-c3ccccc3)c2c1
    0.3%	11.7%	-6.6%	-13.7%	15.4%	3.0%
> Cc1ccc(CN(C)C(=O)c2cc(COc3ccc(F)cc3Cl)on2)o1
    -7.6%	0.0928µM*	?	2.7%	25.1%	25.1µM*
> COc1ccc(/C(C)=N/OC/C(O)=C(\C#N)c2nc3ccccc3[nH]2)c(OC)c1
    12.5%	18.0%	-9.2%	7.5%	?	-11.5%
> COc1cc(-c2nc3c[n+](CC(=O)c4ccccc4)ccc3n2C)cc(OC)c1OC
    25.2%	7.38µM*	-2.9%	-5.9%	-12.6%	-5.1%

# Screening data: PubChem BioAssay, National Center for Advancing Translational Sciences (NCATS)

# No enrichment for hits; about 16% have a hit in one of these screens.
